Assay outcomes from PubChem.
CR mimetic SO = caloric restriction mimetics inhibiting age-related superoxide in yeast. actives 0.18% (n = 330,000). superoxide response (% of plate mean), % at 10 µM. S. cerevisiae aged cells, superoxide DHE fluorescence; hits give low values. AID 2690;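 active = superoxide response under a set limit, about three screen SD below normal, cut at about 65% in these data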;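 note: yeast aged for seven days with compound at 30 °C before DHE staining; 100% = average MFI of all compound-treated wells on the plate with controls excluded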
GRK2 aptamer HTS = human GRK2 inhibition via aptamer displacement; bead flow cytometry, FAM-aptamer displacement from GRK2; P25098; AID 488847; inhibition of aptamer binding, % at 10 µM; actives 0.59% (n = 330,000);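 active = inhibition of aptamer binding above 40%, roughly 3 SD of noise, on plates passing a quality check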;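 note: median bead fluorescence of bound FAM aptamer so fluorescent compounds give negative values; no value below 0 was filed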
RPL19A TOR yeast = yeast TOR pathway RPL19A-GFP modulation | S. cerevisiae RPL19A-GFP strain, flow cytometry, 3 h; hits give low values | percent response vs DMSO, % at 10 µM | actives 0.3% (n = 330,000) | AID 2025;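 active = percent response vs DMSO below 50%; inconclusive = fewer than 70 events counted for the yeast strain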;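 note: median channel GFP fluorescence of the barcoded RPL19A-GFP strain; ratio of sample median GFP to plate DMSO average so 100% = DMSO; lower means less RPL19A-GFP as with rapamycin TOR inhibition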
MEP2 TOR yeast = alters MEP2-GFP fluorescence in TOR pathway yeast screen. S. cerevisiae MEP2-GFP strain, flow cytometry GFP, 3 h; 100% = DMSO control level. GFP response vs DMSO, % at 10 µM. actives 0.51% (n = 330,000). AID 2016;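 active = GFP response versus DMSO above a set limit, roughly screen mean plus 3 SD, cut at about 180% in these data; inconclusive = fewer than 70 cells counted for a yeast strain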;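 note: median GFP fluorescence of the barcode-gated MEP2-GFP cells per well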
AGP1-GFP MLPCN = alters AGP1-GFP fluorescence in TOR pathway yeast screen; GFP response vs DMSO, % at 10 µM; S. cerevisiae AGP1-GFP multiplex flow cytometry, 3 h; GFP as percent of DMSO wells; AID 2066; actives 0.02% (n = 320,000);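 active = GFP response relative to DMSO above a set limit, near screen average plus 3 SD, cut at about 150% in these data; inconclusive = fewer than 70 cells counted for the yeast strain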;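 note: median GFP channel fluorescence of the gated AGP1 strain per well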
LAP4-GFP MLPCN = yeast TOR pathway LAP4-GFP modulation. GFP response vs DMSO, % at 10 µM. S. cerevisiae LAP4-GFP multiplex, flow cytometry GFP, 3 h; median GFP as percent of DMSO wells. actives 0.34% (n = 320,000);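 active = GFP response vs DMSO above a set limit, about the screen mean plus 3 SD, cut at about 150% in these data; inconclusive = under 70 cell events counted for the yeast strain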
VLA-4 inh = inhibition in a human VLA-4 binding assay. VLA-4 expressing cells, ligand binding flow cytometry. inhibition, % (about 7 µM as worked out from the volumes in the protocol). actives 0.2% (n = 330,000); in the data active = inhibition above about 50%
Target sequence (P13612 whole entry, looked up): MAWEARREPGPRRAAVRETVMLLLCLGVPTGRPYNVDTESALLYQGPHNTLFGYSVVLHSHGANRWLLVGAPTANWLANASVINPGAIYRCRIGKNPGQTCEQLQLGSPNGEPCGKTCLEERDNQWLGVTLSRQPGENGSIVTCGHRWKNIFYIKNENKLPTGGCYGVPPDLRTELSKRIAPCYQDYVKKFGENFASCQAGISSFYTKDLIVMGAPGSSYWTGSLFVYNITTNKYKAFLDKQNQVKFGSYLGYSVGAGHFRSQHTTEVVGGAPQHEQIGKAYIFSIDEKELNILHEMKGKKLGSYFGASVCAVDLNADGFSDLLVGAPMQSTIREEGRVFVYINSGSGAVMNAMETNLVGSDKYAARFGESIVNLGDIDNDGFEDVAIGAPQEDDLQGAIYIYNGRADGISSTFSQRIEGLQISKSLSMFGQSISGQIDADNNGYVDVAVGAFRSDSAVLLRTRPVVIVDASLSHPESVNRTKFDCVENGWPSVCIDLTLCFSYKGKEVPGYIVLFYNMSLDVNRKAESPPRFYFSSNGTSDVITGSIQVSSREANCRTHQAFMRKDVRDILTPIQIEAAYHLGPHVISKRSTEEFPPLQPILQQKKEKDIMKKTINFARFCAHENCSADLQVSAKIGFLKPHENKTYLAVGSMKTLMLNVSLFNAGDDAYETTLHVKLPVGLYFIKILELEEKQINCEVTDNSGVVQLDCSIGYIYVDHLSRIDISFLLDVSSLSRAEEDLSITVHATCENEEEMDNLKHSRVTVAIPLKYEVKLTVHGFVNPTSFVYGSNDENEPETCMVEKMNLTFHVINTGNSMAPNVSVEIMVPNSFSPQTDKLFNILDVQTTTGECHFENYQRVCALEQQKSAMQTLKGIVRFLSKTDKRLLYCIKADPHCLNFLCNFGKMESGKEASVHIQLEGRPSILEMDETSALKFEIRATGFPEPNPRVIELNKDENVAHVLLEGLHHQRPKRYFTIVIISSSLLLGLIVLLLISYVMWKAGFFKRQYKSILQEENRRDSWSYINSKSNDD
CIT2 TOR yeast = modulators of TOR pathway CIT2-GFP in S. cerevisiae. AID 2029. GFP response vs DMSO, % at 10 µM. S. cerevisiae CIT2-GFP strain, flow cytometry, 3 h; 100 means same as DMSO wells. actives 0.065% (n = 320,000);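 active = GFP response relative to DMSO above a set limit, near the screen mean plus 3 SD, cut at about 150% in these data; inconclusive = Fewer than 70 cells measured for a yeast strain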;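 note: ratio of well median GFP fluorescence to mean of DMSO wells on the plate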
The depositor's hits bear a star; ? = inconclusive; . = not tested or not shown; [ ] = dose if it differs, or a comment. Outcome played no part in choosing rows (roughly 1.7% active in at least one column).

SMILES	CR mimetic SO	GRK2 aptamer HTS	RPL19A TOR yeast	MEP2 TOR yeast	AGP1-GFP MLPCN	LAP4-GFP MLPCN	VLA-4 inh	CIT2 TOR yeast
Cc1ccc(/C=C2/Sc3ccc(C(=O)N4CCN(c5ccccn5)CC4)cc3NC2=O)cc1	90	0	94	98	100	96	-6	97
CC(CC(=O)N1CCN(S(=O)(=O)c2ccc(Cl)cc2)CC1)n1cncn1 (stereo not drawn)	98	3	98	92	105	96	2	102
CCOc1cc(Br)c(C(=O)O)cc1OC	90	0	96	98	99	102	1	96
O=c1c2cnn(-c3ccccc3)c2ncn1Cc1ccccc1	101	1	99	98	95	110	0	95
Nn1c(SCC(=O)Nc2ccc3c(c2)OCO3)nnc1-c1ccc(Cl)cc1	81	0	99	99	104	91	22	100
C[C@H](CCC(=O)O)[C@H]1CC[C@H]2[C@@H]3C(=O)C[C@@H]4CC(=O)CC[C@]4(C)[C@H]3CC(=O)[C@]12C	99	1	94	90	87	102	34	86
O=C(CCCCCN1C(=O)c2cccc([N+](=O)[O-])c2C1=O)Nc1ccccc1F	103	0	101	104	96	96	1	98
COc1cc(C2C(C#N)=C(N)OC3=C2C(=O)CC(C)(C)C3)c([N+](=O)[O-])cc1OC (stereo not drawn)	112	0	93	95	96	94	16	95
CCOc1ccc(S(=O)(=O)N2CCC(C(=O)NCCN3CCOCC3)CC2)cc1C	102	2	101	106	104	100	16	110
CCN(CC)CCNC(=O)c1ccc(CS(=O)(=O)c2ccccc2C)o1	103	0	91	96	98	98	24	95
Cc1cc(C(=O)N2CCC(Cc3ccccc3)CC2)no1	99	1	101	96	82	92	1	90
CCN1CCN(C(=O)c2ccc(Cl)c(S(=O)(=O)N3CCCCC3)c2)CC1	111	0	94	94	98	91	3	96
COc1ccc(C2C(C(=O)Nc3cccnc3)=C(C)Nc3nc(-c4cccs4)nn32)cc1 (stereo not drawn)	115	3	101	101	109	95	1	89
O=C(CN(Cc1ccccc1F)S(=O)(=O)c1ccc(Cl)cc1)NCCCO	106	0	99	106	101	99	5	107
C=CCC1(C#N)C(SC)=NC2=C(C(=O)CC(C)(C)C2)C1c1ccc(Br)cc1 (stereo not drawn)	101	0	96	91	121	100	37	83
CCc1ccccc1NC(=O)Nc1cccc(F)c1	98	0	101	104	95	110	15	94
Cc1ccc(NC(=O)CN(C)C(=O)COc2cccc3ccc(C)nc23)cc1	97	0	106	105	105	109	40	108
CC1CN(CC(=O)Nc2ccc(Br)cn2)CC(C)O1 (stereo not drawn)	107	5	109	108	102	92	12	98
C[C@H](CO)N1C[C@H](C)[C@@H](CN(C)S(=O)(=O)c2ccc(F)cc2)Oc2ccc(NC(=O)NC3CCCCC3)cc2C1=O	126	0	107	103	107	99	16	95
Cc1ccc(S(=O)(=O)Nc2cnc3ccccc3c2)cc1	97	2	96	105	108	120	-6	98
C#CCOCCOCCOCCNc1nc(N2CCOCC2)nc(N2CCN(C(=O)CCCCCCCCCCNC(=O)[C@@H](CCSC)n3cc(CCO)nn3)CC2)n1	109	2	100	99	105	98	15	105
O=C(NNC(=O)C12CC3CC(CC(C3)C1)C2)c1ccccc1O	77	3	95	97	91	100	10	100
O=c1[nH]c(=S)[nH]c2sc3c(c12)CCCCCC3	98	1	100	106	97	98	-10	92
Cc1ccc(NC(=O)c2ccc(S(=O)(=O)N3CCCCCC3)cc2)nc1	98	0	100	102	104	116	5	92
COc1cc(C(=O)OCC(=O)NC2CCCCC2)cc2c1OCCO2	95	3	90	95	94	95	5	94
CCC12CN(S(=O)(=O)c3ccc(C)cc3)CC(CC)(CN(S(=O)(=O)c3ccc(C)cc3)C1)C2=O	105	0	.	96	97	93	2	96
COc1cccc(CNC(=O)c2c[nH]n3c(=O)c(Cl)c(C)nc23)c1	110	0	101	100	101	99	-8	98
COCCNC(=O)CN(c1cc(C(F)(F)F)ccc1Cl)S(C)(=O)=O	98	4	97	98	99	99	-6	106
Cn1cc(C(=O)c2ccc(Cl)cc2)cc1-c1nc2ccccc2n1C	106	2	93	94	95	135	-2	75
N#CC1=C(N)Oc2c(oc(CO)cc2=O)C1c1ccsc1 (stereo not drawn)	105	2	82[may fluoresce violet]	107[may fluoresce violet]	27[may fluoresce violet]	87[may fluoresce violet]	11	?
O=[N+]([O-])c1cccc(C(=S)N2CCCC2)c1	97	1	98	98	106	98	0	90
O=S(=O)(Nc1cccc2c1CCCC2)c1cccc(C(F)(F)F)c1	135	0	99	104	96	89	-2	101
CCCOC(=O)Nc1sc2c(c1C(N)=O)CCCC2	105	0	88	80	86	94	13	83
COc1ccc(NC(=O)C2CCCN(S(=O)(=O)c3cccc4nonc34)C2)c(OC)c1 (stereo not drawn)	102	3	98	98	100	95	20	99
COc1cc(NC(=O)c2cccnc2)ccc1NC(=O)c1ccccc1Cl	88	0	105	101	106	107	-3	99
O=C1c2ccccc2NC2(CCCC2)N1O	98	0	98	97	101	93	25	105
Cc1ccc(NC(=O)CNc2cc(S(=O)(=O)N3CCOCC3)ccc2NCC2CCCO2)cc1F (stereo not drawn)	108	0	101	99	88	77	0	102
CC(C)(C)OC(=O)N1CCC(C(=O)NCC2CCCO2)CC1 (stereo not drawn)	101	1	106	108	108	87	10	110
COc1ccc(C(=O)OCn2nnc3ccccc3c2=O)cc1OC	117	0	100	113	100	105	3	101
O=C(NNC(=O)C1CC1)Nc1ccc(Cl)cc1	93	3	115	107	106	75	0	103
CN(Cc1nc2ccccc2c(=O)[nH]1)C(=O)c1cccc(S(=O)(=O)N2CCCC2)c1	100	6	97	99	102	97	2	96
C=CCSc1nc(C)c(Cc2cccc3ccccc23)c(=O)[nH]1	112	0	90	101	107	102	24	90
CC(N=c1ccccn1C(=O)Nc1ccc(Cl)cc1)c1ccco1 (stereo not drawn)	89	0	95	100	96	94	-10	100
FC(F)(F)c1cnc2c(-c3ccc(Cl)cc3Cl)noc2c1	94	1	87	89	84	84	3	93
N#C/C(=C\N1CCCCC1)S(=O)(=O)c1ccc(Cl)cc1	95	0	98	106	109	114	4	101
CN1CCN(C(=O)CCN2C(=O)/C(=C/c3ccccc3Cl)SC2=S)CC1	97	0	97	103	95	100	14	92
CCc1ccc2c(c1)c1nc(C)sc1n2CC(=O)OC	92	2	100	105	97	109	3	98
FC(F)(F)c1ccc(-c2nnc(-c3cccnc3)o2)cc1	96	0	102	107	100	98	16	107
Cc1ccc(NC(=O)CCCCCC2NC(=O)NC2C)cc1 (stereo not drawn)	88	0	92	92	96	89	6	101
Cn1c(N)c(C(=O)CSc2nc(C3CC3)n(-c3ccccc3)n2)c(=O)n(C)c1=O	98	3	93	91	90	92	-15	92

Later entries
SMILES	CR mimetic SO	GRK2 aptamer HTS	RPL19A TOR yeast	MEP2 TOR yeast	AGP1-GFP MLPCN	LAP4-GFP MLPCN	VLA-4 inh	CIT2 TOR yeast
Cc1ccccc1CSc1nnc(C)c(=O)n1N	106	3	99	102	87	90	0	94
COc1cc(/C=N/NC(=O)c2csc3c2CCCC3)ccc1OCCN1CCOCC1	100	1	89	96	103	106	0	88
O=C(CS(=O)(=O)Cc1ccccc1)NCc1ccccc1Cl	88	0	101	101	97	92	2	103
Cc1cc(NC(=O)CCC(=O)N(CC(=O)NC2CCCC2)Cc2ccco2)no1	104	0	98	96	97	81	12	.
CC(Sc1ccc(Cl)cc1)C(=O)NNC(=O)c1csc(N2CCOCC2)n1 (stereo not drawn)	99	0	96	90	95	90	-6	92
Cc1nc(CS(=O)(=O)c2ccccc2)cc(Sc2ccc(Cl)cc2)n1	95	2	103	99	100	101	3	102
CCOc1ccc(S(=O)(=O)NC(Cc2cnc[nH]2)C(=O)O)cc1 (stereo not drawn)	101	20	107	102	107	106	39	109
S=C1NCN(Cc2ccccc2)CN1	75	3	95	95	98	105	5	93
O=C(CCc1nnc(C2(c3ccc(Cl)cc3)CCC2)o1)N1CCCC(O)C1 (stereo not drawn)	118	0	98	100	100	98	5	102
CNCC(O)C(O)C(O)C(O)CO (stereo not drawn)	75	0	104	106	111	111	27	105
CC(=O)c1ccc(NC(=S)N(C)C2CCN(C)CC2)cc1	103	2	98	97	103	95	14	100
CCCCc1ccc(/C=C2\C(=O)c3ccccc3C(O)=C2C(=O)OCC)cc1	157	0	99	115	81	163*	.	91
O=C(CN1C(=O)/C(=C/c2ccccc2)SC1=S)NC1CCS(=O)(=O)C1 (stereo not drawn)	108	1	100	103	111	111	9	101
CC(C)(C)c1ccc(OCC(=O)Nc2ccc(-c3nc4cccnc4o3)cc2)cc1	78	3	102	101	106	96	-2	113
O=C(CCCc1ccccc1)Nc1ccnn1C1CCN(Cc2ccccc2)CC1	91	2	99	102	104	100	-101	103
Cc1cc(C)c(C#N)c(Nc2cccc(Br)c2)n1	100	1	107	109	102	111	19	101
CC(C)(C)CC(C)(C)NC(=O)c1ccc2snnc2c1	111	0	97	98	94	102	4	92
C=CCn1c(-c2csc(-c3ccccc3)n2)n[nH]c1=S	97	3	98	103	99	104	6	98
COCCC(=O)N1CCC(Oc2ccc(C(=O)NCCC3=CCCCC3)cc2)CC1	103	0	105	101	113	110	4	103
COc1ccc(N2CCN(C(=S)Nc3cccc(OC)c3)CC2)cc1	101	0	95	88	86	75	5	95

Compounds shown so far containing a cyano group, in the order listed:
SMILES	CR mimetic SO	GRK2 aptamer HTS	RPL19A TOR yeast	MEP2 TOR yeast	AGP1-GFP MLPCN	LAP4-GFP MLPCN	VLA-4 inh	CIT2 TOR yeast
COc1cc(C2C(C#N)=C(N)OC3=C2C(=O)CC(C)(C)C3)c([N+](=O)[O-])cc1OC (stereo not drawn)	112	0	93	95	96	94	16	95
C=CCC1(C#N)C(SC)=NC2=C(C(=O)CC(C)(C)C2)C1c1ccc(Br)cc1 (stereo not drawn)	101	0	96	91	121	100	37	83
N#CC1=C(N)Oc2c(oc(CO)cc2=O)C1c1ccsc1 (stereo not drawn)	105	2	82[may fluoresce violet]	107[may fluoresce violet]	27[may fluoresce violet]	87[may fluoresce violet]	11	?
N#C/C(=C\N1CCCCC1)S(=O)(=O)c1ccc(Cl)cc1	95	0	98	106	109	114	4	101
Cc1cc(C)c(C#N)c(Nc2cccc(Br)c2)n1	100	1	107	109	102	111	19	101

(list continues)
SMILES	CR mimetic SO	GRK2 aptamer HTS	RPL19A TOR yeast	MEP2 TOR yeast	AGP1-GFP MLPCN	LAP4-GFP MLPCN	VLA-4 inh	CIT2 TOR yeast
CCC(Sc1nc(N)cc(=O)[nH]1)C(=O)Nc1cc(C)on1 (stereo not drawn)	98	2	100	98	95	95	10	96
COC(=O)c1c(-c2ccccc2)csc1NC(=O)c1ccco1	101	3	115	98	96	81	42	88
CCOc1ccc(C2/C(=C(\O)c3ccc4c(c3)OCCO4)C(=O)C(=O)N2Cc2cccnc2)cc1OCC (stereo not drawn)	87	3	99	107	91	90	0	98
CC(=O)NNc1ncnc2c1cnn2-c1ccc(C)c(C)c1	98	1	100	97	100	103	10	107
c1ccc2c(c1)nc(NCCN1CCOCC1)c1nncn12	102	0	100	112	105	104	-20	100
COc1ccc(C2=CC(c3cccc(OC)c3)n3nnnc3N2)cc1 (stereo not drawn)	93	1	99	97	100	95	-2	102
O=C(N=C1SC2CS(=O)(=O)CC2N1c1ccccc1)C1CCCCC1 (stereo not drawn)	79	3	99	101	96	84	24	93
O=C(COC(=O)c1c2c(nc3ccccc13)/C(=C/c1cccc([N+](=O)[O-])c1)CCC2)NC1CCS(=O)(=O)C1 (stereo not drawn)	94	0	103	98	97	100	3	100
O=C1CC(c2nc3ccccc3[nH]2)CN1c1ccccc1F (stereo not drawn)	86	7	100	101	103	101	-2	100
O=C(/C=C/c1ccccc1[N+](=O)[O-])NCCc1ccc(F)cc1	103	0	106	101	98	100	-3	103
